ERK EGF block = EGF-driven ERK pathway inhibition. HEK293-V1b, EGF-stimulated phospho-ERK AlphaScreen. Potency, µM (highest dose often 11.5 µM), for the others: at the highest dose activity change, negative = inhibition, hits mostly inhibitors. hit rate 0.41% among 130,000; active means well fitted inhibition curve with a large enough effect; inconclusive means small, poorly fitted or top-dose-only effect, or effect the other way;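 further: plate controls were stimulated vehicle wells for no effect and unstimulated vehicle basal for full effect; nearly all actives have a fitted effect of over 55% in size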
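EGF-stimulated (25 nM, 5 min) phospho-ERK in HEK293 cells stably expressing V1b, cells pretreated 30 min with compound at 37C. Homogeneous AlphaScreen read on lysates.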
Starred values were filed as active, the others as inactive; ? = inconclusive; & = joins results of further samples; [ ] = dose if it differs, or a comment. Potency means the concentration at half of the fitted maximal effect.

ERK EGF block	SMILES
?	O=C(c1ccc(Cl)cc1)C1CCCN(Cc2ccc(Oc3ncccn3)cc2)C1 (stereo not given)
2%[57.5 µM]	CC(C)(C)c1ccccc1NC(=O)c1ccc2c(c1)SC1=NS(=O)(=O)CCN12
3%	CCN(CC)S(=O)(=O)c1cc(NC(=O)C(C)N2CCN(Cc3ccc4c(c3)OCO4)CC2)ccc1C (stereo not given)
0%	CCC1=C2CC[C@H]3C(=O)N(c4ccccc4)C(=O)[C@H]3[C@H]2[C@@]2(C)C(=NCc3ccccc3)OC(=O)N2C1=O
-1%	Nc1nonc1C(=O)N1CCCCC1
-10%	COc1ccc(C(=O)C2CCCN(Cc3cn[nH]c3-c3ccccc3)C2)cc1OC (stereo not given)
-4%	O=C(c1cc(C(F)(F)F)cc(C(F)(F)F)c1)N1CCC2(CC1)CCN(c1ccncc1)CC2
-21%[57.5 µM]	CC1(C)CC(=O)c2c(nc3ccccc3c2N)C1
?	C/C(N)=C(/C#N)C(=O)CSc1nn(-c2ccc(Cl)cc2)c(=S)s1
-3%	CCOc1cc([N+](=O)[O-])cc2c1C(=O)Nc1ccccc1O2
-1%[57.5 µM]	COc1ccc(NS(=O)(=O)c2ccc(NC(=O)C(CCSC)NC(N)=O)cc2)cc1 (stereo not given)
-1%	Cc1ccc(-c2nnc(Nc3ccc(C(N)=O)cc3)c3ccccc23)cc1S(=O)(=O)NCC1CCCO1 (stereo not given)
7%	O=C(CN1C(=O)C2CCCCC2C1=O)OCn1nnc2ccccc2c1=O (stereo not given)
4%	N/C(=N\OC(=O)COc1ccc(Cl)cc1Cl)c1ccccn1
-7%	COc1ccc(N(C(=O)C2CSC(=O)C2)C(C(=O)NC(C)(C)C)c2ccncc2)cc1 (stereo not given)
0%	NC(=O)CSc1nccn1Cc1ccc2c(c1)OCO2
3%	CCn1c(/C=C/N(C(C)=O)c2ccccc2)[n+](CC)c2ccc(Cl)cc21
9%	Cc1ccc(C(c2sc3ncnn3c2O)N2CC(C)CC(C)C2)cc1 (stereo not given)
6%	COc1ccc(-c2cc(C(=O)Nc3ccccc3N3CCOCC3)c3ccccc3n2)cc1OC
8%	CCOc1ncccc1C(=O)NCc1ccccc1
2%	CC(C)N(C(=O)Cn1c(Cl)nc2ccccc21)C(C)C
17%	C=CCNC(=S)NNC(=O)c1csc(CC)c1
-5%	Cc1cn(C2C=CC(CO)O2)c(=O)[nH]c1=O (stereo not given)
-1%	Cc1cc(C)c2oc(C(=O)Nc3ccc(S(=O)(=O)N4CCCC(C)C4)cc3)cc(=O)c2c1 (stereo not given)
18%	O=C(NCCO)c1nc2ccccc2s1
-3%	Cc1[nH]nc(SCC(=O)NC2CCCC2)c1[N+](=O)[O-]
5%	CC(C)CC(NC(=O)c1cccs1)c1nnc(SCc2ccc(Cl)c(Cl)c2)n1C (stereo not given)
?	c1ccc(C2=NN(c3ccccc3)CC2)cc1
5%	COC(=O)c1c(C)nn(-c2ccccc2)c1N
?	CCOC(=O)c1c(C)c(/C=N/Nc2ccccc2)n(C)c1C
8%&1%	Cc1ccccc1N1C(=O)c2cc(S(N)(=O)=O)c(Cl)cc2NC1C (stereo not given)
0%	CSc1nc(NC(C)(C)C)nc(N2CCOCC2)n1
-1%	CC(=O)c1cccc(NC(=O)COC(=O)COc2ccccc2C)c1
2%	Cc1ccc(CN2CCN(/N=C/c3ccco3)CC2)c(C)c1
-2%	Cc1c(Br)c([N+](=O)[O-])nn1CCCC(=O)Nc1sc2c(c1C#N)CCC2
?	OCCC1CN(Cc2ccccc2-c2ccco2)CCN1Cc1ccsc1 (stereo not given)
-3%	Cc1cc(SCC(=O)c2cc(C)n(C)c2C)nc2ccccc12
-3%	C/C(=N/NC(=O)CNC(=O)C1COc2ccccc2O1)c1cccc(O)c1 (stereo not given)
-4%	O=S(=O)(NCCc1ccccc1)c1ccccc1
-7%	COCCNC(=O)CCc1c(C)nc2nc(-c3cc(OC)cc(OC)c3)nn2c1C
-1%	COc1ccccc1NS(=O)(=O)c1ccc(Cl)c(NC(=S)NC(=O)C2CCCC2)c1
1%	COc1ccc(C2Nc3ccccc3C(=O)N2C2CCCCC2)cc1 (stereo not given)
0%	Cc1ccc2[nH]c(=O)c(CN(CC3COCCO3)C(=O)Nc3ccccc3F)cc2c1 (stereo not given)
7%	Cc1ccc(S(C)(=O)=O)cc1S(=O)(=O)Nc1cccc(Cl)c1
4%	CCOP(=O)(OCC)C(Nc1ccc(C)cc1)c1ccco1 (stereo not given)
-5%	CN(CCC1CCOCC1)C(=O)CC1C(=O)NCCN1CC1CCCCC1 (stereo not given)
-1%[25.7 µM]	Nc1ccc(O)c(C(=O)O)c1
-10%[57.5 µM]	Cn1nc(-c2ccccc2)cc1NC(=O)C1CCCCC1
-7%[57.5 µM]	CC1CCN(C(=S)SCc2nc(N)nc(Nc3ccccc3)n2)CC1
?	CCCCCCCCn1c(=O)c(C(=O)OC)c(N)c2ccccc21
-5%	O=C(NNC(=S)NC(=O)c1ccccc1[N+](=O)[O-])c1ccccc1O
5%	Cc1ccc(S(=O)(=O)N(C)c2ccc(OCC(=O)Nc3nnc(C4CC4)s3)cc2)cc1
-1%	O=C(CSc1nccn1-c1ccc(Cl)cc1)N1CCCc2ccccc21
2%	CCN(CC(=O)c1c(N)n(C)c(=O)n(C)c1=O)c1cccc2ccccc12
0%	O=C1CCC(/C=C/c2ccccc2)=NN1
?	CC(C)OC(=O)c1ccc(NC(=O)c2cncc(Br)c2)cc1
-3%	O=C(NCCc1ccccn1)c1cc(-c2ccc(Cl)c(Cl)c2Cl)nc2ccccc12
5%[57.5 µM]	N#Cc1c(N)nc(Sc2ccc(Cl)cc2)c(C#N)c1-c1ccccc1Cl
?	COCCN=c1scc(-c2cccs2)n1/N=C(\C)c1ccco1
3%	CCN(CC)CC#CCC(O)(c1ccccc1)c1ccccc1

(listing goes on)
ERK EGF block	SMILES
0%	COc1ccc(/C=N/Nc2nnc(Cc3ccc(OC)c(OC)c3)c(=O)[nH]2)cc1OC
-11%	Cc1ccc(CSCC(=O)NCc2ccc(F)cc2)cc1
-7%	CCCCOC(=O)Oc1ccc2c(=O)c(Oc3cc(C)cc(C)c3)coc2c1
-6%	Nc1nc(SCC(=O)Nc2c(Br)cc([N+](=O)[O-])cc2Br)n[nH]1
12%[57.5 µM]	C/C(=N\Nc1ccc2nncn2n1)c1ccco1
1%[57.5 µM]	Cc1ccc(S(=O)(=O)N2CCN(CC(=O)N/N=C\c3ccc(O)c(O)c3)CC2)cc1
2%	CC(C)CN(CCOc1cccc(N2C(=O)C3=C(CCCC3)C2=O)c1)CC(C)C
0%	CCCCC(=O)NC(=S)NNS(=O)(=O)c1ccccc1
26%	Cc1ccccc1-c1nc(NC2CCNCC2)c2ccccc2n1
-12%[57.5 µM]	Cc1ccc(N2CCN(/N=C/C3=C(N4CCOCC4)C(=C\c4ccccc4)/CC3)CC2)cc1
-17%	CCc1nnc(NS(=O)(=O)c2ccc(NC(=O)c3cccc4ccccc34)cc2)s1
7%	c1ccc(-c2ccccc2OCCCCN2CCCCC2)cc1
-4%[57.5 µM]	CCOC(=O)C(=CNc1ccc(S(N)(=O)=O)cc1)C(=O)OCC
-4%[57.5 µM]	CCCCCCC(=O)Nc1ccc(Br)cn1
-2%	CC(C)NC(=O)COC(=O)c1cc(Br)ccc1Cl

Arranged by value in ERK EGF block (descending): six from the list above
ERK EGF block	SMILES
18%	O=C(NCCO)c1nc2ccccc2s1
7%	c1ccc(-c2ccccc2OCCCCN2CCCCC2)cc1
4%	CCOP(=O)(OCC)C(Nc1ccc(C)cc1)c1ccco1 (stereo not given)
2%	CC(C)CN(CCOc1cccc(N2C(=O)C3=C(CCCC3)C2=O)c1)CC(C)C
-1%	Cc1cc(C)c2oc(C(=O)Nc3ccc(S(=O)(=O)N4CCCC(C)C4)cc3)cc(=O)c2c1 (stereo not given)
-3%	C/C(=N/NC(=O)CNC(=O)C1COc2ccccc2O1)c1cccc(O)c1 (stereo not given)

Other compounds follow:
ERK EGF block	SMILES
-2%	CCN(CC)S(=O)(=O)c1cc([N+](=O)[O-])ccc1N=Nc1c(O)[nH]c2ccccc12
1%	CC(C)(C)C1CCC(=NNS(=O)(=O)c2ccc(Br)cc2)CC1 (stereo not given)
-2%	CCOc1ccc(C(=O)CCC(=O)NC(C)C(=O)OC)cc1 (stereo not given)
-2%	O=C1CC(c2c[nH]c3ccccc23)C(=O)N1c1ccccc1 (stereo not given)
-1%	Nc1nc(SCC(=O)Nc2ncc(C(F)(F)F)cc2Cl)n[nH]1
2%	CN(C)CCCNC(=O)/C(=C\c1ccc(-c2cccc([N+](=O)[O-])c2)o1)NC(=O)c1ccccc1
1%	Fc1ccc(NC(=S)NC2CC3CCCC(C2)N3Cc2cccs2)cc1 (stereo not given)
4%[57.5 µM]	O=C(NCCc1ccc(Cl)cc1)Nc1ccc(Cl)cc1
?	O=C(Nc1ccc(N2CCN(C(=O)c3cccs3)CC2)c(Cl)c1)c1cccnc1
9%[57.5 µM]	CCC(C)c1ccccc1NC(=O)C(C)NCCN(C)C (stereo not given)
12%	Cc1cc(C)nc(-n2ncc3c2CC(c2ccccc2)CC3=O)n1 (stereo not given)
2%	CN(C)c1ccc(C(=O)C(O)c2ccccc2)cc1 (stereo not given)
-12%[57.5 µM]	CC(C(=O)Nc1ccc2c(c1)OCCO2)N(c1ccccc1)S(C)(=O)=O (stereo not given)
?	Brc1cccc(CNc2nc3ccccc3n2CCN2CCCCC2)c1
-8%	C=C1CCC(O)C/C1=C\C=C1/CCCC2(C)C1CCC2C(C)CCCC(C)C (stereo not given)
-4%	Cc1ccc(C2=NN(CC(=O)NCc3ccco3)C(=O)CC2)cc1
-5%	CCCNC(=O)CCc1cc(C(C)(C)C)c(O)c(C(C)(C)C)c1
11%	COC(=O)[C@@]1(Cc2ccc(F)cc2)[C@H]2c3cc(C(=O)N(C)C)n(CC4CC4)c3C[C@H]2CN1C(=O)c1ccccc1
-1%	Cc1nc(C)c(CCNC(=O)c2ccc(C(F)(F)F)cc2)s1
12%	CN=C1NN=C(c2cc(C)n(-c3c(C)n(C)n(-c4ccccc4)c3=O)c2C)CS1
-15%	COc1ccc(CNCCSc2nnnn2C)c(OC)c1OC
6%[57.5 µM]	O=C(CN1C(=O)C2CCCCC2C1=O)N1CCN(c2ncccn2)CC1 (stereo not given)
5%	Cc1cccc(NC(=S)N(CCN(C)C)Cc2cccs2)c1
-4%	O=[N+]([O-])c1cccc2c(Cl)ccnc12
1%	Cc1nnc(SC(C(=O)Nc2ccc(Cl)c([N+](=O)[O-])c2)c2ccccc2)[nH]c1=O (stereo not given)
-4%[57.5 µM]	CN(C)/C=C1\SC(=S)N(c2ccc(F)cc2)C1=O
6%	O=C(COc1ccc(Cl)cc1)Nc1ccc(Cc2ccncc2)cc1
6%	Cc1cc(C)c(C2C3=C(Nc4c2c(C)nn4-c2ccccn2)c2ccccc2C3=O)c(C)c1 (stereo not given)
-14%	CC12CCC(C(=O)NCc3ccccc3Cl)(OC1=O)C2(C)C (stereo not given)
-2%	COc1cc2c(cc1O)-c1ccccc1CN(C)C2
1%	CCOC(=O)N1CCN(S(=O)(=O)c2ccc([N+](=O)[O-])cc2)CC1
1%	CC1=C(C#N)CCC(=O)N1Cc1c(F)cccc1Cl
3%	S=C(NCC1CCCCC1)Nc1cccnc1
6%	Cc1ccc(C(=O)Nc2nc(-c3ccccc3)c(-c3ccccc3)o2)cc1
18%[57.5 µM]	O=C(CN1CCN(Cc2ccccc2Cl)CC1)N/N=C/c1cccs1
3%	CCCCN(CC)CCCNC(=O)C1CCN(c2ncnc3c2sc2cccc(F)c23)CC1
5%	COc1cccc(/C=C/c2nc3c(cnn3-c3ccccc3)c(=O)[nH]2)c1
1%	Nc1cc(Cl)ccc1N1CCCCC1
2%	S=C(NCCCN1CCOCC1)Nc1ccc(Cl)c(Cl)c1
3%[57.5 µM]	COc1ccc(C2CC(=O)c3cnn(-c4nc(C)cc(C)n4)c3C2)cc1OC (stereo not given)
-2%	CSc1nnnn1-c1ccc(C)c(Cl)c1
5%	Cc1c(Cl)cccc1NC(=O)Cn1nnc(C(=O)NCc2cccs2)c1N
-14%[57.5 µM]	Cc1n[nH]c(=O)nc1N/N=C/c1cccs1
3%	O=C(CCCc1nc2ccccc2s1)N1CCN(c2ccccc2F)CC1
0%	COc1cccc(N(CC(=O)NCC2CCCO2)C(=O)CCC(=O)Nc2nccs2)c1 (stereo not given)

Nothing new here: an excerpt of the list.
ERK EGF block	SMILES
-2%	CSc1nnnn1-c1ccc(C)c(Cl)c1
5%	Cc1c(Cl)cccc1NC(=O)Cn1nnc(C(=O)NCc2cccs2)c1N
-14%[57.5 µM]	Cc1n[nH]c(=O)nc1N/N=C/c1cccs1
3%	O=C(CCCc1nc2ccccc2s1)N1CCN(c2ccccc2F)CC1
0%	COc1cccc(N(CC(=O)NCC2CCCO2)C(=O)CCC(=O)Nc2nccs2)c1 (stereo not given)

In a second layout: entries from further up.
| SMILES | ERK EGF block |
| --- | --- |
| Brc1cccc(CNc2nc3ccccc3n2CCN2CCCCC2)c1 | ? |
| C=C1CCC(O)C/C1=C\C=C1/CCCC2(C)C1CCC2C(C)CCCC(C)C (stereo not given) | -8% |

(further entries)
ERK EGF block	SMILES
1%	COc1ccccc1NC(=O)c1ccc(-n2cccn2)c([N+](=O)[O-])c1
-16%	CCn1c(SCC(=O)NCc2ccc3c(c2)OCO3)nnc1-c1ccncc1
-9%	COc1ccc(-n2c(=O)c3c4c(sc3n(CC(=O)Nc3cc(C)[nH]n3)c2=O)CCCC4)c(OC)c1
3%[57.5 µM]	CCOP(=O)(OCC)C(NC(=O)c1ccc(OC)cc1)c1ccccc1 (stereo not given)

Compound activity (PubChem)

The list is partial (hit frequency here may not be typical).
